NTR1 ag = agonists of NTR1, primary screen, imaging, U2OS cells, beta-arrestin-GFP, high content (AID 493036); NTR1-U2OS beta-arrestin-GFP spot imaging, agonist mode; activation, % at 20 µM; P30989; hit rate 0.17% among 330,000;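 active means activation at or above 40% of the spot to cytoplasm intensity ratio, with at least 20 cells analyzed; inconclusive means wells under 20 cells, flagged as cytotoxic or low count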;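 further: 0% = DMSO without peptide and 100% = 100 nM NTR1 peptide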
Target sequence (P30989 whole entry, looked up): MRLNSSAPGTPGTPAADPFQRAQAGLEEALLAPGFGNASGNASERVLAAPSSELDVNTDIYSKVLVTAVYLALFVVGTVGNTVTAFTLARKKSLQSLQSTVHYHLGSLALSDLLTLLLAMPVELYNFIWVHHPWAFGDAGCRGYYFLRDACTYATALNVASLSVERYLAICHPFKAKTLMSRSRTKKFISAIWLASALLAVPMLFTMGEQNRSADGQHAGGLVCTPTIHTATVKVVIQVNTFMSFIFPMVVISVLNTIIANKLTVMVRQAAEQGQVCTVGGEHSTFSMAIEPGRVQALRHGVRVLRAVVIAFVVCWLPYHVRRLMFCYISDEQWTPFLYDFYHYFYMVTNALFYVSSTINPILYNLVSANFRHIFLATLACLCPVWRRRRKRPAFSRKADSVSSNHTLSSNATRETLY
GPR55 antagonists = GPR55 antagonists blocking LPI-driven arrestin recruitment, primary screen, imaging, U2OS, beta-arrestin-GFP, LPI agonist (AID 2013); inhibition, % at 10 µM; hits with a dose series show IC50 in µM; hit rate 0.13% among 290,000; U2OS GPR55 beta-arrestin-GFP translocation imaging, LPI antagonism; higher % means a stronger effect;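 active means spots per cell inhibited over 60%, with over 100 cells counted and total cytoplasm intensity under 500,000; inconclusive means wells with under 100 cells, flagged as likely toxic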;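 further: U2OS cells stably carrying GPR55 and arrestin-GFP stimulated by 5 µM LPI near EC80; imaged beta-arrestin-GFP aggregate spots per cell after agonist stimulation; plate controls were LPI-stimulated DMSO wells for no effect and DMSO wells without LPI for full effect; some results filed as inactive read as strong as hits; confirmed hits need IC50 under 10 µM and bright autofluorescent wells are also inconclusive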
GPR35 arrestin U2OS = GPR35 antagonists blocking zaprinast-driven arrestin recruitment, primary screen, imaging, U2OS, beta-arrestin-GFP, zaprinast agonist (AID 2058) | U2OS GPR35 beta-arrestin-GFP translocation imaging, zaprinast antagonism; higher % means a stronger effect | inhibition, % at 10 µM, or IC50 in µM where a hit was titrated | hit rate 0.052% among 290,000;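 active means inhibition of at least 50% with at least 30 cells and total cytoplasm GFP at most 10,000,000; inconclusive means under 30 cells or total GFP of 10,000,000 plus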
GPR55 activation = GPR55 agonists via beta-arrestin recruitment, primary screen, imaging, U2OS cells, beta-arrestin-GFP redistribution (AID 1961) | activation, % at 10 µM, or EC50 in µM where a hit was titrated | hit rate 0.048% among 290,000 | U2OS GPR55 beta-arrestin-GFP redistribution imaging; higher % means a stronger effect;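 active means activation above 40% with more than 50 cells counted in the well; inconclusive means wells holding fewer than 50 cells, flagged as toxic or sparse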;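 further: U2OS osteosarcoma cells stably expressing GPR55 and beta-arrestin-GFP; plate controls were DMSO negative control for no effect and LPI positive control for full effect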
KOR beta-arrestin-1 = kappa opioid receptor activators – cell-based, luminescence, uHTS, primary screen (AID 1777); KOR beta-arrestin recruitment, luminescence; higher % means a stronger effect; one-dose activation, % at 10 µM; EC50 in µM for titrated hits; hit rate 0.02% among 280,000; in the data active means activation above about 50%, passing the limit was not always enough; further: a part of the inactive calls stands beside numbers as strong as those of hits
T cell HTS = T cell immune modulators affecting CD8 T cell-vesicle binding; 2C CD8+ T cell-vesicle binding, flow cytometry; active compounds read low; calls only at 7 µM; hit rate 0.068% among 330,000; AID 2052;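 active means response, share of CD8 T cells binding vesicles, and their 90th percentile fluorescence all below set limits, cut at about 80% in these data, passing the limit was not always enough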
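Benchmarks: naked versus QL9-loaded vesicles / Assay system: purified 2C TCR transgenic mouse naive CD8+ T cells / Technique: high-throughput flow cytometry with anti-B7-1 and anti-CD8 staining / Timing: Cell–vesicle co-incubation 1.5 h at 37 °C, staining 20 min on ice / Read-out: percent CD8+ FL2 mean versus row control / Probe or stimulus: QL9-loaded Drosophila micro-vesicles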
West Nile antiviral = inhibition of WNV-induced cytopathic effect – cell-based, CPE readout (AID 1621). one-dose CPE inhibition, % at 10 µM; IC50 in µM for titrated hits. West Nile virus-infected cells, CPE inhibition; higher % means a stronger effect. hit rate 0.02% among 290,000; in the data active means a potency from the dose series; inconclusive means CPE inhibition mostly from about 3.7% at the one dose, without a potency; inactive means the rest, 99 in 100 with CPE inhibition below about 2.2%; further: strong numbers were not always called active
KOR beta-arrestin-2 = kappa opioid receptor blockers – cell-based, luminescence, uHTS (AID 1778); KOR beta-arrestin recruitment, luminescence, antagonist mode; higher % means a stronger effect; inhibition, % at 10 µM, or IC50 in µM where a hit was titrated; hit rate 0.091% among 290,000; in the data active means inhibition above about 50%; further: strong numbers were not always called active
Salmonella PhoP GFP = PhoP-dependent GFP reporter repression – Salmonella Typhimurium, primary screen (AID 1863); S. Typhimurium PhoP-regulated promoter GFP reporter, 4 h; higher % means a stronger effect; hit rate 0.16% among 300,000; inhibition, % at 50 µM; hits with a dose series show IC50 in µM;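 active means inhibition over 29.93%, a cutoff 3 SD above the screen mean, later confirmed by dose response; inconclusive means inhibition over 29.93% but no dose response follow-up; inactive means inhibition at most 29.93% or unconfirmed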;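 further: 0% = low Mg2+ inducing control and 100% = high Mg2+ repressing control; strong numbers were not always called active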
T cell HTS vesicle-bound % = recorded beside T cell HTS, whose call it bears; double positive events, %; measured here: CD8+ vesicle-bound cell fraction;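 binding gate set so that unloaded-vesicle control wells show 10% double positive cells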
NTR1 ag cell count 20 µM = recorded beside NTR1 ag, whose call it bears; cell count; measured here: cell count, cytotoxicity flag
The depositor's hits bear a star; i = inactive; ? = inconclusive; . = no result given; [ ] = dose if it differs, or a comment.

The line under a structure holds: NTR1 ag	NTR1 ag cell count 20 µM	GPR55 antagonists	GPR35 arrestin U2OS	GPR55 activation	KOR beta-arrestin-1	T cell HTS	T cell HTS vesicle-bound %	West Nile antiviral	KOR beta-arrestin-2	Salmonella PhoP GFP
> Cc1ccc(CNC(=O)C2CCCN(c3nc(C)cc(C)n3)C2)cc1 (centres undefined)
→ 1.7	40	0%	5%	-0.1%	-5.4%	i	28	-0.5%	-36%[20 µM]	5%
> CCCOc1ccc2[nH]cc(C(=O)O)c(=O)c2c1
→ -1.2	79	8%	0%	-0.1%	-1.6%	i	47	-0.1%	28%	-5%
> O=C(CNC(=S)N(Cc1ccccc1Cl)C1CCCC1)NCCCN1CCOCC1
→ -0.8	57	7%	1%	0.2%	6.6%	i	6	-0.5%	-44%	16%
> CCc1ccc(OCC(=O)N/N=C(\C)c2ccc(O)cc2O)cc1
→ 0.1	58	-1%	-2%	-0.7%	0.2%	i	32	-0.2%	10%	2%
> COc1ccc(NC(=O)c2cc(C)n(Cc3cccs3)c2C)cc1
→ -0.8	39	-3%	-2%	-0.1%	5.5%	i	43	-0.7%	-9%	-2%
> OCCN1CCN(Cc2ccc3ccccc3c2)CC1
→ 0.4	70	-18%	1%	0.8%	5.7%	i	65	0.0%	-40%[20 µM]	0%
> Cc1ccc(/C=N/c2sc3c(c2C(N)=O)CCCC3)o1
→ 1.5	55	-8%	8%	0.4%	-1.6%	i	37	-0.1%	5%	1%
> Cc1c(C(=O)N(C)C)c2ccc(Cl)cc2n1O
→ 0.6	93	2%	14%	0.4%	-3.4%	i	35	-0.1%	-2%	-3%
> COc1cccc(-c2nnn(CC(=O)Nc3ccc(C)cc3C)n2)c1OC
→ -2.5	81	7%	6%	-0.3%	-0.9%	i	46	-0.7%	21%	13%
> O=C(CN1CCN(c2ccccn2)CC1)N1c2ccccc2Sc2ccc(C(F)(F)F)cc21
→ 10	85	12%	-11%	1.5%	20%	i	21	-1.8%	30%	8%
> O=C(NNc1cccc(Cl)n1)c1ccc(Cl)nc1
→ 0.9	68	13%	9%	0.3%	5.1%	i	25	1.8%	12%	-12%
> Cc1cc(C)c(S(=O)(=O)NC(CC(=O)O)c2cccc([N+](=O)[O-])c2)c(C)c1 (centres undefined)
→ -0.2	37	3%	-14%	-0.3%	-4.6%	i	31	0.2%	12%	-8%
> FC(F)(F)c1cccc(-c2ccc(/C=N/Nc3nncc(-c4ccccc4)n3)o2)c1
→ 8.9	55	10%	0%	-0.6%	-1.1%	i	28	0.8%	-1%	1%
> Clc1ccc(-n2nnc(-c3nccs3)n2)cc1Cl
→ 5.0	46	0%	6%	-0.1%	-0.8%	.	.	-1.1%	15%	-6%
> CCOc1ccc(-n2ccnc2SCC(=O)N2CCCc3ccccc32)cc1
→ 2.0	65	8%	-9%	0.1%	-1.0%	i	46	-0.8%	17%	-7%
> CCN(CC)CCC#CC(O)(c1ccccc1)c1ccccc1
→ -0.6	36	19%	14%	0.1%	-3.4%	i	40	0.2%	6%	-2%
> COC(=O)C(c1cc(OC)c(O)c(OC)c1)(N1CCNC(C)C1)C(F)(F)F (centres undefined)
→ 0.7	79	4%	-12%	0.3%	-0.1%	i	14	1.4%	-26%	1%
> COc1ccccc1-n1cnnc1SCC(=O)Nc1ccccc1
→ -1.1	49	-6%	0%	-0.2%	-3.7%	i	52	-0.5%	-20%	-4%
> C=CCSc1nc2sc3c(c2c(=O)n1CC=C)CCc1ccccc1-3
→ -0.1	37	18%	13%	-0.3%	-0.2%	i	16	.	24%	-9%
> O=C(NC1CCCCC1)N1CCN(C(=O)c2ccco2)CC1
→ 1.5	83	5%	6%	-0.1%	-5.1%	i	32	0.0%	-31%	0%
> CCOc1ccc(OCC(=O)N2CCOCC2)cc1
→ -0.2	41	-1%	-6%	-0.1%	-0.8%	i	36	0.1%	20%	6%
> Cn1c(NCCCN2CCOCC2)nc2c1c(=O)n(Cc1ccc(Cl)cc1Cl)c(=O)n2C
→ -0.9	91	-9%	7%	-0.2%	-5.7%	i	12	-0.7%	0%	-11%
> COc1ccc(Cl)cc1-n1c(C)cc(C(=O)O)c1C
→ -1.1	35	2%	8%	-0.3%	4.1%	i	20	0.6%	44%	3%
> Cc1oc(-c2cccc(Cl)c2)nc1CN1CCC(C(=O)NCc2cccnc2)CC1
→ -1.8	99	26%	3%	0.0%	-1.6%	i	15	-1.0%	-14%	7%
> COc1ccc(C2OCC3(O)C(c4ccc(OC)c(OC)c4)OCC23)cc1OC (centres undefined)
→ 4.1	86	-2%	8%	0.0%	-1.7%	i	36	-0.5%	31%	1%
> COCCn1c(-c2cccs2)nc2nc3ccccc3nc21
→ 1.0	56	19%	-6%	-0.1%	0.6%	i	29	0.1%	6%	-6%
> CCOC(=O)c1c(NC(=O)CN(C)C2CCN(C)CC2)sc(C(=O)Nc2ccccc2)c1C
→ 5.3	29	-2%	-8%	0.3%	-1.7%	i	32	24µM*	-5%	7%
> CCOC(=O)N1CCN(S(=O)(=O)c2ccc(C(=O)NNc3nc4cc(C)cc(C)c4s3)cc2)CC1
→ 4.5	89	8%	-5%	-0.2%	-1.0%	i	26	?	0%	44%
> C=CCn1c(SCC(=O)c2c(N)n(CCC)c(=O)n(C)c2=O)nnc1-c1ccncc1
→ 0.1	73	5%	-10%	0.0%	2.1%	i	22	-0.4%	3%	-2%
> S=C(Nc1ccc2nsnc2c1)N1CCCC1
→ 1.1	60	5%	-16%	0.7%	11%	i	21	-0.4%	-87%	3%
> Cc1ccc(-c2cc(C(=O)N3CCOCC3)no2)cc1
→ 0.9	51	0%	-12%	1.1%	0.6%	i	18	-0.5%	-14%	-5%
> N#Cc1c(NCCCO)nc(-c2ccco2)c2c1CCCC2
→ 5.6	53	7%	-6%	-0.1%	3.2%	i	45	0.7%	-29%	9%
> Nc1nc(N2CCOCC2)n[nH]1
→ -2.0	92	-7%	2%	-0.6%	-2.9%	.	.	0.0%	15%	8%
> CCCC1(C(=O)OCC)NC(c2ccco2)C2C(=O)N(C)C(=O)C21 (centres undefined)
→ 0.8	56	8%	5%	0.2%	-1.5%	i	63	0.2%	-12%	-2%
> COCCn1cnc2c1c(=O)n(CC(=O)NC(=O)NC(C)(C)C)c(=O)n2Cc1ccccc1
→ .	.	8%	3%	-0.1%	-2.8%	i	44	0.0%	-7%	-3%
> CC1CCN(S(=O)(=O)c2cccc(C(=O)NCC3CCCO3)c2)CC1 (centres undefined)
→ -0.4	64	25%	3%	-0.1%	-6.2%	i	20	-0.4%	6%	-1%
> Cc1cc(NS(=O)(=O)c2ccc(NC(=O)CCCC(=O)O)cc2)nc(C)n1
→ 2.0	37	7%	9%	-0.3%	-1.9%	i	17	0.0%	-10%	5%
> CN(Cc1cc(=O)n2ccsc2n1)c1ccccc1
→ 1.8	89	0%	?	0.1%	6.9%	i	50	0.0%	-33%	4%
> Cc1ccc(S(=O)(=O)CCC(=O)c2cccc([N+](=O)[O-])c2)cc1
→ 0.5	62	11%	1%	-0.1%	-0.3%	i	11	-0.7%	9%	8%
> COc1ccc(-c2cc(-c3ccccc3)nc(SCC(=O)Nc3ncc(C)s3)c2C#N)cc1
→ 2.9	43	13%	0%	-0.1%	-0.2%	i	41	-0.4%	-18%	-25%
> COc1c(C)cc(C(=O)C2CCCN(C(=O)CCCn3cncn3)C2)cc1C (centres undefined)
→ -0.1	57	-2%	-5%	0.0%	1.2%	i	18	-1.1%	-7%	-16%
> COc1ccc(N2CCN(C(=O)CNS(=O)(=O)c3ccc(C)cc3)CC2)cc1
→ -1.4	48	5%	-2%	-0.5%	2.7%	i	47	-0.7%	-8%	-12%
> CCOC(=O)/C(=C\Nc1ccccc1C(F)(F)F)Sc1ncc(C(F)(F)F)cc1Cl
→ 0.4	66	-7%	9%	0.3%	10%	i	25	-0.2%	-26%	6%
> COc1ccc(/C=C2\SC(=O)N(CC(=O)Nc3ccc(F)cc3)C2=O)cc1O
→ 2.6	49	12%	-6%	-0.2%	4.4%	i	27	-1.0%	-6%	5%
> Cc1ccc(-c2nnn(CC(=O)N(CC(=O)NCC3CCCO3)c3ccccc3)n2)o1 (centres undefined)
→ -0.2	81	-2%	-1%	0.1%	-2.1%	i	56	-0.1%	20%	-8%
> O=C(O)c1ccccc1C(=O)Nc1cc(C(F)(F)F)ccc1N1CCCC1
→ -0.1	44	14%	4%	-0.1%	0.3%	i	58	0.1%	-3%	0%
> CCOC(=O)C1CCN(C(=O)c2ccc(Cl)c(NC3=NC4CS(=O)(=O)CC4S3)c2)CC1 (centres undefined)
→ -2.0	54	0%	-2%	0.7%	-1.3%	i	18	.	-12%	5%
> O=C(NCc1ccncc1)/C(=C/c1cccc([N+](=O)[O-])c1)NC(=O)c1ccccc1
→ -0.3	44	-2%	9%	-0.1%	5.5%	i	8	0.1%	12%	-5%
> Cc1cc(C)n(-c2cc(O)c(-n3nc(C)cc3C)cc2O)n1
→ -0.2	105	2%	17%	0.5%	.	i	56	-0.5%	-5%[20 µM]	1%
> Cc1cc(C)n(-c2ccc(C(=O)Nc3ccccc3N3CCOCC3)cc2)n1
→ 0.5	54	-8%	3%	0.2%	-2.1%	i	46	0.2%	0%	-5%
> Cn1nc(C(=O)OCC(=O)c2ccc[nH]2)c2ccccc2c1=O
→ -0.3	95	1%	-18%	0.5%	1.3%	i	30	1.0%	-8%	2%
